Compound activity: PubChem, several laboratories
PPARg SRC-3 ag – PPARgamma agonists recruiting SRC-3 coactivator, primary screen, biochemical; activation, % at 8 µM; biochemical PPARgamma/SRC-3 coactivator recruitment assay; Peroxisome proliferator-activated receptor gamma (Homo sapiens), P37231; 200,000 tested, 0.26% active; in the data active means activation above about 23%;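 further: 0% = DMSO and 100% = reference agonist; some compounds past the cut are filed as inactive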
Target sequence (P37231 whole entry, looked up): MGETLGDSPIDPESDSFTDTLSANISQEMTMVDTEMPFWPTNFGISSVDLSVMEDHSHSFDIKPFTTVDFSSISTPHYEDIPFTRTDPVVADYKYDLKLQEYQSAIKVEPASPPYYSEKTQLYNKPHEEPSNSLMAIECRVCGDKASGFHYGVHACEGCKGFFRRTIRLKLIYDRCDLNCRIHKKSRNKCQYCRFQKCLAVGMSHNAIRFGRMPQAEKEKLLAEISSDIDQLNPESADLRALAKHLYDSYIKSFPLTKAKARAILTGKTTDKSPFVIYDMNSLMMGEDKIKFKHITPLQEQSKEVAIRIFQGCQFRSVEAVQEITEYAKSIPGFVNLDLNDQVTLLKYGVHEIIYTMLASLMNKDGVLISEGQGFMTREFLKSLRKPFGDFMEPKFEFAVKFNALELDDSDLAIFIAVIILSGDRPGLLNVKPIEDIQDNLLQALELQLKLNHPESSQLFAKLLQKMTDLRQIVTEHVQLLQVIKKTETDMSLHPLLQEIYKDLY
TLR4 MyD88 comp – inhibitors of TLR4-MyD88 association in cells, primary screen, cell-based, HeLa CL3-4, BLA complementation, FRET ratio | HeLa CL3-4 TLR4/MyD88 BLA complementation | inhibition, % at 8.4 µM | 200,000 tested, 0.18% active | AID 861, 2007; in the data active means inhibition above about 25%;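 further: 0% = vehicle and 100% = reference inhibitor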
bIAP act – bovine intestinal alkaline phosphatase activators, primary screen, biochemical, bovine IAP, CDP-star luminescence; alkaline phosphatase, intestinal [Bos taurus]; purified bovine IAP, 30 min; stronger effect = higher value; fold of DMSO-control signal, blank-subtracted; activation factor at 20 µM; 200,000 tested, 0.17% active;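 active means activation factor of 2 or more at 20 µM, a signal rise over negative controls twice the positive control's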
ROMK mod – ROMK potassium channel modulators, primary screen, cell-based, thallium flux, MLSMR library. Tet-inducible ROMK, thallium flux fluorescence; actives lie on both sides. 130,000 tested, 2% active. ATP-sensitive inward rectifier potassium channel 1 (Homo sapiens), P48048. B-score at 10 µM;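 active means signal ratio slope over the read window, or its plate-corrected B-score, at least 3 SD from the plate mean, either direction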;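 further: B-score of the F/F0 ratio slope over 7 to 12 s after thallium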
Target sequence (P48048 whole entry, looked up): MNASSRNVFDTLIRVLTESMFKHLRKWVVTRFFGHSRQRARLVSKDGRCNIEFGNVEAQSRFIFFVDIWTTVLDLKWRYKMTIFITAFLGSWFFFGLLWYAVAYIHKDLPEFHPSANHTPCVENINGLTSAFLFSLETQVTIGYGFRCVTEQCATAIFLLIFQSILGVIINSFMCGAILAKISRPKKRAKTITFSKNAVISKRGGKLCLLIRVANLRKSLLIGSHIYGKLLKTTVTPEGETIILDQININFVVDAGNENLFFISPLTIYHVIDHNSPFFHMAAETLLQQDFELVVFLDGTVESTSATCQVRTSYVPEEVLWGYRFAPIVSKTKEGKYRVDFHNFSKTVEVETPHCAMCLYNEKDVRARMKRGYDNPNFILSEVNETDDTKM
SRC2 TRFRET art – TR-FRET signal artefacts, primary screen, artefact control for PPARgamma SRC-2 agonist project, biochemical; TR-FRET artefact counter-screen; stronger effect = higher value; TR-FRET ratio at 8 µM; 200,000 tested, 0.4% active; in the data active means TR-FRET ratio above about 2000; further: inactives centre near 1500
DTT redox prof – compounds producing H2O2 with reducing agent – biochemical, NIH compound library profiling, artefact control for MLSCN library redox annotation, primary screen; activation, % at 10 µM; DTT-dependent redox cycling H2O2, phenol red/HRP absorbance; 100% = 100 µM peroxide control, 0% = buffer; 200,000 tested, 0.03% active; AID 878, 2007;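 active means activation of at least 50% relative to the plate's high and low controls in the primary single-dose screen; inactive means activation below 50%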;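 further: compound incubated with DTT at 0.8 mM final as the reducing agent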
S1P3 antagonist – S1P3 receptor antagonists, primary screen, cell-based; inhibition, % at 4.98 µM; Sphingosine 1-phosphate receptor 3 (Homo sapiens), Q99500; AID 485, 2006; CHO S1P3 NFAT-BLA reporter, FRET fluorescence, antagonist mode; 170,000 tested, 0.27% active;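 active means inhibition above the plate cutoff, the mean inhibition of test wells on that plate plus 3 SD, cut at about 28% in these data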;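 further: cells challenged with S1P at its EC80 of 0.8 µM; blue over green emission ratio from cleaved BLA substrate after 4 h stimulation; 0% = S1P-stimulated wells and 100% = unstimulated DMSO-only wells; some compounds past the cut are filed as inactive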
PPARg SRC2 recr – agonists of PPARg-SRC-2 recruitment, primary screen, biochemical, HTS; PPARgamma LBD-SRC-2 recruitment; activation, % at 8 µM; 200,000 tested, 0.34% active; in the data active means activation above about 22%;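 further: 0% = vehicle and 100% = reference agonist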
PPARg SRC-1 ag – PPARgamma agonists recruiting SRC-1 coactivator, primary screen, biochemical; Peroxisome proliferator-activated receptor gamma (Homo sapiens), P37231; PPARgamma-SRC-1 coactivator recruitment biochemical assay; activation, % at 8 µM; 200,000 tested, 0.41% active; in the data active means activation above about 19%;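 further: 0% = DMSO and 100% = reference agonist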
bIAP inh – bovine intestinal alkaline phosphatase inhibitors, primary screen, selectivity assay for TNAP inhibitor project, biochemical, bovine IAP, CDP-star luminescence; alkaline phosphatase, intestinal [Bos taurus]; purified bovine IAP, 30 min; inhibition, % at 20 µM; 190,000 tested, under 10 active; AID 1019, 2008;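 active means over 50% inhibition of intestinal alkaline phosphatase at 20 µM in the single-dose screen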
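Assay system – bovine IAP enzyme · Quantity – bovine IAP at 1/65,000,000 final dilution · Detection – CDP-star luminescence signal · Times – 30 min reaction at room temperature · Also added – CDP-star substrate at 30 µM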
Lmaj promast – Leishmania major promastigote growth inhibition, primary screen; Leishmania major promastigotes, resazurin fluorescence viability; inhibition, % at 10 µM; 200,000 tested, 9% active; AID 1063, 2008; in the data active means inhibition above about 50%;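 further: promastigotes grown with compound for 44 hours at 28 °C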
Active calls of the source: *; / = not tested or not shown. Compounds were not picked by outcome. About 11% of those tested had a hit in this group.

SMILES	PPARg SRC-3 ag	TLR4 MyD88 comp	bIAP act	ROMK mod	SRC2 TRFRET art	DTT redox prof	S1P3 antagonist	PPARg SRC2 recr	PPARg SRC-1 ag	bIAP inh	Lmaj promast
COC(=O)c1c(NC(=O)C2COc3ccccc3O2)sc2c1CCN(C(C)=O)C2 (stereo not given)	3.4	-6.4	0.9	-0.344	1498	-0.5	17.2	4.2	4.1	11.6	23.7
CCOc1ncccc1C(=O)OCC(=O)Nc1c(C)cc(C)cc1C	-6.3	0.8	0.9	/	1550	0.5	/	6.7	0.4	8.6	-2.8
COc1ccc(OCCn2c(C)c(/C=N/n3cnnc3)c3ccccc32)cc1	-8.7	-8.8	0.9	/	1569	3.0	/	4.6	2.9	5.2	-0.1
CC1CCCC(NC(=O)CN(C)S(=O)(=O)c2cccc3cccnc23)C1C (stereo not given)	11.3	2.2	1.1	/	1675	-3.4	-30.9	8.7	-6.2	-13.9	1.9
CCn1c(=O)cc(SCC(=O)Nc2ccc(C)cn2)c2ccccc21	25.0*	-3.7	0.9	-1.29	2341*	0.7	-4.5	32.4*	37.8*	8.9	7.5
CCOc1ccc(-c2nc(CSc3nnc(C)s3)cs2)cc1OC	-5.5	15.8	1.1	-1.09	1518	-0.3	/	-2.3	-4.4	-7.4	1.3
CCOC(=O)c1ccc(NC(=O)NCc2ccccc2OC)cc1	1.2	-9.3	1.2	-0.328	1650	-0.5	-3.9	4.3	-0.5	-15.6	22.9
CCOc1cc(C(=O)N2CCN(c3ccccc3)CC2)cc(OCC)c1OCC	1.6	0.4	1	/	1446	0.0	-54.4	-3.4	-1.2	4.4	-2.9
Nc1nnc(-c2ccccc2[N+](=O)[O-])o1	1.2	8.6	0.9	0.8	1560	0.7	-23.4	4.1	-0.2	5.4	0.4
Nc1c(S(=O)(=O)c2cccs2)c2nc3ccccc3nc2n1CC1CCCO1 (stereo not given)	1.7	6.4	0.9	/	1549	3.3	-5.7	-3.3	-4.8	5.2	44.3
COc1ccc2c(c1)C(=O)c1ccccc1CO2	7.5	1.2	0.8	0.0179	1281	-0.3	/	11.1	-4.3	17.1	0.5
Cc1ccc(OCc2nnc(NC(=O)c3ccco3)s2)cc1	-1.2	-1.9	1	/	1615	-0.4	/	3.4	7.6	4.5	-6.0
COc1ccccc1NC(=O)N1CCn2c(nc3ccccc32)C1	-5.7	-8.5	1	-0.832	1373	1.7	-3.0	-5.4	1.1	2.6	0.6
O=C(CSCc1c(Cl)cccc1Cl)Nc1ccccc1C(=O)N1CCOCC1	0.0	-0.1	1	-0.977	1472	0.3	/	6.7	-4.0	2.5	51.9*
CCOc1ccc2nc3sc(C(=O)N4CCOCC4)c(N)c3cc2c1	-0.6	-13.2	1.1	-0.0768	1603	11.0	4.9	9.3	3.0	-10.5	92.9*
C=CCc1ccc(OCCOCCOc2cccc3cccnc23)c(OC)c1	-1.3	10.5	0.9	-0.0385	1444	-0.2	-9.2	-2.3	-1.6	12.9	0.4
Cc1ccc(NC(=S)NCc2ccc3c(c2)OCO3)cc1	2.0	-9.6	0.9	/	1702	-0.2	-4.2	1.5	0.9	5.9	1.5
Cn1c(=O)c2c(nc(OCc3ccc4c(c3)OCO4)n2Cc2ccccc2Cl)n(C)c1=O	-9.2	5.9	0.9	/	1600	2.4	/	-10.5	-12.6	7.6	-1.8
Cc1ccc(N2CC(C(=O)NCc3cccs3)CC2=O)cc1 (stereo not given)	0.7	13.7	0.9	-0.0727	1550	-0.3	0.7	-5.9	2.8	7.9	-9.5
CCN(CC)C(=O)CCCc1c[nH]c2ccccc12	2.9	-1.7	1	-0.0918	1661	0.9	-6.2	5.1	0.8	-2.7	-1.5
COc1ccc(-n2nc3cc(C)c(NC(=S)NC(=O)c4ccccc4C)cc3n2)cc1	-2.4	-3.8	1	0.588	1572	3.0	/	4.3	4.1	0.9	-9.5
CCn1c(SCC(=O)n2nc(C)cc2C)nnc1-c1ccc2c(c1)OCO2	5.4	8.8	1	/	1735	-2.4	-4.1	11.2	5.5	3.3	-3.6
OCC(CO)(CO)N=Cc1cc(Br)ccc1O	8.0	7.4	0.8	1.78	1767	1.7	8.7	2.0	5.7	17.7	4.2
Cc1ccc(S(=O)(=O)N2CCN(c3ccc(S(=O)(=O)N4CCOCC4)cn3)CC2)cc1	7.0	5.4	1	0.896	1644	0.6	/	14.7	6.9	-2.6	-7.2
COc1ncccc1C(=O)N1CCCC(C(=O)c2cccc(OC(C)C)c2)C1 (stereo not given)	7.5	-5.2	1.1	0.29	1537	-1.6	7.5	10.8	-3.1	-7.0	2.8

Next section, starting with the last two of the part before.
SMILES	PPARg SRC-3 ag	TLR4 MyD88 comp	bIAP act	ROMK mod	SRC2 TRFRET art	DTT redox prof	S1P3 antagonist	PPARg SRC2 recr	PPARg SRC-1 ag	bIAP inh	Lmaj promast
Cc1ccc(S(=O)(=O)N2CCN(c3ccc(S(=O)(=O)N4CCOCC4)cn3)CC2)cc1	7.0	5.4	1	0.896	1644	0.6	/	14.7	6.9	-2.6	-7.2
COc1ncccc1C(=O)N1CCCC(C(=O)c2cccc(OC(C)C)c2)C1 (stereo not given)	7.5	-5.2	1.1	0.29	1537	-1.6	7.5	10.8	-3.1	-7.0	2.8
Oc1oc(-c2ccccc2)nc1/C=N/c1ccccn1	-0.6	12.1	0.9	-0.264	1555	-0.3	-4.3	0.0	8.0	12.5	-2.6
CC(C)n1cc(CN2CCCC(CO)(Cc3cccc(Cl)c3)C2)cn1 (stereo not given)	-0.8	3.5	0.9	-1.58	1486	-1.2	-0.5	2.6	0.1	5.6	87.4*
C=CCSc1nccc(-c2nn(-c3ccc(C)cc3)ccc2=O)n1	5.5	8.1	1	/	1595	2.5	/	-4.8	2.5	2.0	11.1
CCOC(=O)CCCNC(=O)COC(=O)c1cc(C)cc(C)c1	10.6	-12.4	0.9	/	1556	-3.6	-12.9	-0.9	11.7	11.5	-6.3
CCCC(=O)NCCc1nc2cc([N+](=O)[O-])ccc2n1C	1.1	0.6	0.3	-0.0486	1522	-0.6	-24.3	-6.2	-4.9	/	15.5
COc1ccccc1-n1cc(CN2CCCC(CO)(Cc3cccc(Cl)c3)C2)cn1 (stereo not given)	3.0	17.2	1	/	1785	-0.5	-1.9	-4.8	-0.1	-3.9	26.8
Cc1ccc(S(N)(=O)=O)c(C)c1-n1cnnn1	-2.1	-0.6	1.1	2.29	1673	0.6	2.3	-0.4	2.4	-6.2	1.8
CCCCNC1=C(Br)C(=O)CC(C)(C)C1	11.2	7.0	0.8	0.137	1402	1.6	/	5.2	3.2	17.1	-2.8
CC(C)(C)n1nnnc1C(c1ccncc1)N(Cc1ccccc1)Cc1ccco1 (stereo not given)	6.0	-5.2	1.1	0.558	1707	0.0	/	10.2	4.5	-9.4	7.9
NC(=O)C1CC(=O)N(c2ccc(OCc3c(Cl)cccc3Cl)cc2)C1 (stereo not given)	4.0	-13.5	1.1	0.644	1553	-0.1	0.1	2.5	6.3	-7.8	0.1
CCOC(=O)c1c(NC(C)=O)no[n+]1[O-]	1.2	9.4	0.9	1.39	1673	-1.0	/	2.3	-1.1	6.2	-1.3
COc1ccc(OCC(Cn2cnc3ccccc32)OC(C)=O)cc1 (stereo not given)	4.2	-9.8	1	-0.86	1591	-1.0	1.7	10.1	15.3	0.2	0.5
NC1=NC(=O)C(Cc2cc(Cl)ccc2Cl)S1 (stereo not given)	11.6	2.4	1.1	-1.93	1547	-6.3	/	4.4	4.5	-10.3	-0.5
Cc1cc(C)nc(SCC(=O)Nc2ccnc3ccccc23)n1	0.4	1.3	1.3	-0.604	1527	-0.7	29.9*	3.7	8.0	-28.8	0.5
CCC(=O)N1CCN(c2nc(C)nc3sc(C)c(C)c23)CC1	-1.1	-2.4	0.9	0.243	1430	4.9	-19.6	-3.5	2.7	8.7	23.1
COC(=O)C1C(=O)c2c(C)noc2CC1(C)C (stereo not given)	0.7	-3.7	1.1	/	1486	-0.4	8.3	1.1	4.8	-14.1	-4.5
COc1cccc(NC(=S)Nc2cc(C(=O)O)ccc2N2CC3CC(C2)c2cccc(=O)n2C3)c1 (stereo not given)	0.5	18.0	1	/	1494	-0.1	16.0	4.3	-1.0	0.9	-0.9
COC(=O)CNC(=O)CSc1nc(N)cc(=O)[nH]1	5.9	-0.9	0.9	-0.0118	1635	-1.5	/	0.2	3.1	13.3	-2.8
CC(=O)NCCC(=O)N1CCCC(CNC(=O)c2ccc(-c3ccccc3)cc2)C1 (stereo not given)	3.7	-8.0	1.2	1.08	1401	0.3	-18.4	-2.0	0.9	-16.5	-7.5
Cc1ccsc1/C=c1\sc2ncnn2c1=O	-1.8	-5.7	0.2	/	1328	0.5	2.9	4.8	0.3	/	-4.3
COc1ccc(-c2nc(C#N)c(N3CCC(C(N)=O)CC3)o2)cc1OC	-4.9	-6.0	1.1	/	1614	3.0	/	-0.3	-5.4	-6.1	11.1
